Screens from PubChem BioAssay.
Mdm2 ligase inh = MDM2-luciferase reporter signal enhancers, primary screen, MDM2 E3 ligase inhibitor project, cell-based, luminescence, 1536-well. E3 ubiquitin-protein ligase Mdm2 (Homo sapiens), Q00987. cell-based MDM2 ubiquitination luciferase reporter, 2 h; 0 = plate control, 100 = twice control, blank-subtracted. signal enhancement, % at 5 µM. 210,000 compounds, 0.11% hits. AID 1230, 2008;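 active means signal enhancement of 30% or more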;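 further: luminescence tracks abundance of the self-degrading MDM2-luciferase fusion protein; higher signal means inhibition of MDM2 E3 ligase activity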
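Assay system: stable mammalian line carrying autodegrading MDM2–luciferase fusion reporter; amount: 2000 cells seeded into each well; buffer or medium: DMEM; benchmarks: plate control and blank wells; signal: luciferase luminescence; timing: 2 h compound exposure at 37 °C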
TRPN1 ag = zebrafish TRPN1 channel agonists, primary screen, cell-based, HEK293, calcium fluorescence | transient receptor potential cation channel N1 (TRPN1/NompC), Danio rerio | 220,000 compounds, 0.18% hits | AID 1424, 2008 | HEK293 zebrafish TRPN1-YFP, Fluo-8 calcium fluorescence; 100% = response to 87 µM carbachol | activation, % at 3 µM;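 active means activation above its plate's cutoff, the mean activation of test wells on that plate plus 3 SD, cut at about 19% in these data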;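 further: 0% = DMSO alone and 100% = 87 µM carbachol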
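Assay system: Zebrafish TRPN1-YFP in HEK293 cells | Incubation: Dye loading 1 h at 37 °C, then 30 min room temperature | Measured by: Kinetic Fluo-8 fluorescence, ex 470-495, em 515-575 nm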
TRPML3 ag = human TRPML3 channel agonists, primary screen, cell-based, HEK293 TRPML3-YFP, Fluo-8 calcium fluorescence, 3 µM; 100% = the carbachol control signal; 220,000 compounds, 0.29% hits; Mucolipin-3 (Homo sapiens), Q8TDD5; activation, % at 3 µM;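 active means activation above its plate's cutoff, the mean activation of the plate's test wells plus 3 SD, cut at about 12% in these data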;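 further: 0% = DMSO only wells and 100% = carbachol wells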
Target sequence (Q8TDD5 whole entry, looked up): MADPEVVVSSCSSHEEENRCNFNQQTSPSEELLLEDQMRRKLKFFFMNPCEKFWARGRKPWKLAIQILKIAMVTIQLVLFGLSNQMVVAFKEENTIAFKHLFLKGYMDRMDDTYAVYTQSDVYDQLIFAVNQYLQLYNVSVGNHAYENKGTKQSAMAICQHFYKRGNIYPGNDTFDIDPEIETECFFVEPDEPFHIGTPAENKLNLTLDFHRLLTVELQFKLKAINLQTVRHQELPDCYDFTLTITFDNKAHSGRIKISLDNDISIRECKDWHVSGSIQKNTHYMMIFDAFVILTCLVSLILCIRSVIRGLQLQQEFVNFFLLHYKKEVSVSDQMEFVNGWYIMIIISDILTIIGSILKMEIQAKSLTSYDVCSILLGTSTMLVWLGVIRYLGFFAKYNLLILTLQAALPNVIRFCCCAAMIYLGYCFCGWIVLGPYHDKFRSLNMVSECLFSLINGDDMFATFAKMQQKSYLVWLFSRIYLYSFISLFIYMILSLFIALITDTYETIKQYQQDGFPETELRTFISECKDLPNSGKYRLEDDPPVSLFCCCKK
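Test system – HEK293 line with stable expression of human TRPML3-YFP channel · Control set – carbachol 87 µM final as high control (100%), DMSO as low control (0%) · Signal – Fluo-8 calcium dye fluorescence, ex 470-495, em 515-575 nm · Incubation – 1-h 37 °C dye load, 5-s basal, 120-s post-compound reads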
CHOP inh = inhibitors of CHOP promoter induction, primary screen, cell-based, unfolded protein response, luciferase reporter; CHO-K1 CHOP-promoter luciferase, tunicamycin-induced, 15-18 h; inhibition, % at 10 µM; 220,000 compounds, 3.8% hits;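 active means compounds that reduced the stress-induced luciferase reporter signal by more than about 70% of percent inhibition, limit read from the data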;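 further: 0% = tunicamycin plus vehicle and 100% = wells without tunicamycin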
Runt-SMMHC FRET = inhibitors of RUNX1 Runt–CBFb-SMMHC binding, primary screen, biochemical, FRET, Cerulean-Runt, Venus-CBFb-SMMHC, uHTS | AID 1434, 2008 | inhibition, % at 20 µM | 220,000 compounds, 0.74% hits | Cerulean-Runt/Venus-CBFb-SMMHC FRET ratio 530/480, 1 h;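 active means mean inhibition across duplicate retests at 20 µM reaching about 50%, limit read from the data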;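 further: 0% = DMSO wells and 100% = wells with excess untagged CBFb-SMMHC; inhibitors lower the FRET ratio by blocking Runt binding to CBFb-SMMHC; some results filed as inactive read as strong as hits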
p47phox inh = p47phox/p22phox peptide binding inhibitors, primary screen, biochemical, uHTS, NADPH oxidase regulatory subunit | Neutrophil cytosol factor 1 (Homo sapiens), P14598 | fluorescence polarization, 2 h | inhibition, % at 24.7 µM | 220,000 compounds, 0.53% hits | AID 1274, 2008;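 active means inhibition above about 30%, limit read from the data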;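 further: 0% = p47phox with labelled peptide and 100% = labelled peptide alone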
Target sequence (P14598 whole entry, looked up): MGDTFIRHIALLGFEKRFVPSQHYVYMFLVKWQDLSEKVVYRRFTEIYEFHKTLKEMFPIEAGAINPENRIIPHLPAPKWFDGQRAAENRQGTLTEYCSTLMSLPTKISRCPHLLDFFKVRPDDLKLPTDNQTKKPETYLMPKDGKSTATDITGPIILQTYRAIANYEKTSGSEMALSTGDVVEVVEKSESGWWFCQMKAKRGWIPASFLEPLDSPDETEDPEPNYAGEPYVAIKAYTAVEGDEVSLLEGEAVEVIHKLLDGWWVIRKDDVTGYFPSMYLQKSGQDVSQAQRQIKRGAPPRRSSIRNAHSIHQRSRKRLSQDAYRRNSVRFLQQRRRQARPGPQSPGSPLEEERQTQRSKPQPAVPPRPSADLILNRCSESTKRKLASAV
PPC-1+TRAIL kill = compounds killing PPC-1 cancer cells with TRAIL present, primary screen, TRAIL potentiator project, ATPLite luminescence, uHTS; PPC-1 cells + TRAIL, ATPLite viability luminescence; cell killing (% activity), % at 4 µM; 220,000 compounds, 0.41% hits; AID 1443, 2008;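 active means cell killing above 50% in the first pass at 4 µM, then a duplicate retest at 5 µM averaging 50% or more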;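 further: plate controls were cells with TRAIL plus DMSO for no effect and medium-only wells lacking cells for full effect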
EBV gp42 block = Epstein-Barr virus gp42 inhibitors, primary screen, biochemical, uHTS, fluorescence polarization; Glycoprotein 42 (Epstein-Barr virus (strain AG876)), Q1HVG2; Fluorescence polarization binding assay, mP read-out; inhibition, % (tested at 21.74 µM); 220,000 compounds, 0.42% hits; AID 1085, 2008; in the data active means inhibition above about 50%
TNF death inh = inhibitors of TNF-alpha triggered necroptosis, primary screen, cell-based, Jurkat FADD-/-, single concentration | Jurkat FADD-/- TNF necroptosis rescue, ATP luminescence, 24 h; 0 = TNF only, 100 = no-TNF cells | activation (protection from cell death), % at 10 µM | 220,000 compounds, 0.068% hits | AID 463075, 2010;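 active means activation, meaning protection from cell death, of at least 50% relative to plate controls; inactive means activation below 50%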;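 further: necroptosis triggered by 40 ng/mL TNF-alpha added together with compound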
* = called active by the depositor; x = no result given. Random draw from the library (roughly 5.9% active in at least one column).

SMILES	Mdm2 ligase inh	TRPN1 ag	TRPML3 ag	CHOP inh	Runt-SMMHC FRET	p47phox inh	PPC-1+TRAIL kill	EBV gp42 block	TNF death inh
Cc1ccc(-c2cc(C(F)(F)F)n3nc(C(=O)Nc4c(C)n(C)n(-c5ccccc5)c4=O)cc3n2)cc1	-12	-1.5	-0.1	45	-2	-16	17	-9	-4.9
CC(CC(=O)O)n1nnc2ccccc21 (centres undefined)	-9	-1.0	0.5	6	4	8	5	-3	1.4
COc1ccc(CN(CC(=O)NCC2CCCO2)C(=O)CCC(=O)Nc2cc(C)ccn2)cc1 (centres undefined)	-5	1.4	0.9	2	-2	-9	-4	-5	-2.0
CCOC(=O)N1CCN(C(=O)c2ccc(CS(=O)(=O)c3ccc(OC)cc3)o2)CC1	-28	0.4	-0.4	-3	-2	-1	-4	-13	0.7
CC1CCCC(NC(=O)COC(=O)Cc2ccsc2)C1C (centres undefined)	-9	-0.6	0.2	-5	1	-15	0	-15	0.1
C1=C(CCNc2nnnn2-c2ccccc2)CCCC1	-3	2.0	-0.3	10	1	-10	-22	-15	-1.0
COc1ccccc1NC(=O)C1(C)Cc2ccccc2C(=O)O1 (centres undefined)	-20	0.1	0.1	-14	-4	-11	25	-11	1.7
CC1CCCCC1NC1=NCCS1 (centres undefined)	-10	0.1	1.4	4	-2	8	-11	-1	0.5
CCc1ccc(N(CC(=O)Nc2ccccc2C(=O)N2CCOCC2)S(C)(=O)=O)cc1	-10	0.4	0.6	15	7	-8	-3	-16	-0.3
O=[N+]([O-])c1cccc(Cl)c1NCCNS(=O)(=O)c1ccc(Cl)cc1	-7	-1.4	-1.0	35	-1	16	15	3	1.9
O=C(Cn1nc(-c2ccccc2)c2ccccc2c1=O)Nc1ccc2c(c1)nc1n2CCOC1	-5	-0.2	1.1	-4	0	-4	-1	-28	1.2
CSCCC(NS(=O)(=O)c1ccc(C)cc1)C(=O)NC1CCCCC1 (centres undefined)	-8	0.2	-0.2	11	3	-3	6	-14	0.6
COc1ccc(CCNC(=O)c2ccc(-c3ccc([N+](=O)[O-])cc3Cl)o2)cc1OC	-4	0.8	0.1	18	8	-6	1	7	-0.6
Cc1cccn2c(=O)c(C=NCc3ccccc3)c(NCCO)nc12	-2	0.9	0.2	24	14	-10	-14	-10	-0.9
CSc1ccc(S(=O)(=O)Nc2cccc(F)c2)cc1	-12	-0.5	0.4	75*	3	-2	10	-4	7.5
Cc1ccccc1C(=O)NC(NCC1CCCO1)C(Cl)(Cl)Cl (centres undefined)	19	-0.4	-0.5	6	0	-5	-2	-13	-3.2
c1ccc(COc2ccccc2CNCc2cccnc2)cc1	-27	0.6	-0.3	3	1	-3	-13	-9	-0.3
COc1ccc(S(=O)(=O)N(C)CC(=O)N2CCOCC2)cc1	-6	-1.2	-0.4	-10	2	-10	-12	4	-1.8
Cc1ccccc1-n1nc(C)c2cc(C(=O)NCc3cccnc3)sc21	-2	-0.5	0.3	40	-4	-16	-4	0	0.4
Cc1noc(NS(=O)(=O)c2ccc(N/C=C/C(=O)c3ccc4c(c3)OCO4)cc2)c1C	-18	-1.0	1.1	-22	19	-12	11	-8	-4.2
COc1ccc2cc(C(c3nnnn3CCc3ccccc3)N3CCCC(C)C3)c(=O)[nH]c2c1 (centres undefined)	-13	-0.1	-0.6	87*	11	-20	-2	-21	0.6
Cc1ccc(/C(O)=C2/C(=O)C(=O)N(CCN3CCOCC3)C2c2cccnc2)cc1 (centres undefined)	-7	0.0	0.7	2	2	-5	10	-15	0.8
COc1cc(NC(=O)CCN2CCN(Cc3ccccc3)CC2)cc(OC)c1	-12	0.5	0.5	13	1	-2	18	-26	1.2
CC1=CC(C)C2(COC(=O)Nc3ccccc3)COC(C)C1C2C (centres undefined)	1	-0.9	0.4	31	2	-7	8	-15	1.5
COc1cccc(-c2nnc(-c3ccccc3[N+](=O)[O-])o2)c1	-23	-0.3	-0.5	-7	-2	-20	18	-13	1.3
COc1ccc(CCNC(=O)c2ccc(Cl)cc2)cc1OC	-8	-1.1	-0.5	10	1	1	-6	-10	0.2
CCn1c(CNC(=O)c2ccc(OC)c(OC)c2)nnc1SCC(=O)Nc1ccccc1	4	-0.4	0.2	25	0	-8	7	-11	0.7
CC(=O)c1c(O)cc(O)c(C(C)=O)c1O	-31	x	x	18	2	-4	3	-23	0.8
CCN(CC)S(=O)(=O)c1ccc(C(=O)NCc2ccc3c(c2)cc(C)n3C)cc1	0	0.7	1.1	27	1	-11	-10	-8	-1.5
COc1cccc(Sc2ccccc2/C=N/NC(N)=O)c1	-16	-2.0	-0.4	19	2	-31	0	-13	-7.9
Cc1cc(C)n(-c2nc3ccccc3c(=O)n2OCC(=O)N(C)C)n1	-10	-0.4	0.4	-2	7	2	19	-3	-2.3
N/C(=N\OC(=O)/C=C/c1ccccc1Cl)c1ccncc1	-7	-0.8	0.2	7	1	-12	x	4	-2.7
Cc1ccc(-c2nn3c(C)nnc3s2)cc1NC(=O)c1cccnc1	6	-0.2	0.1	-17	1	-12	3	-9	-1.7
COc1ccc(/C=N/NC(=O)C2COc3ccccc3O2)cc1OC (centres undefined)	-24	0.2	0.2	-5	3	-4	6	-19	1.4
C=CCc1cccc(OC)c1OCCOCCn1ccnc1	0	0.3	1.1	35	0	-10	10	-8	2.3
Cc1ccc(C(=O)Nc2ccccc2C(=O)N2CC3(C)CC2CC(C)(C)C3)cc1 (centres undefined)	-2	-1.7	-0.9	93*	-3	-6	20	-15	0.4
CCc1nnc(NC(=O)[C@@H](NC(=O)c2ccc(OC)cc2)C(C)C)s1	-4	1.1	0.6	-14	2	3	11	-14	0.7
CN1C(=O)C2(C(C#N)=C(N)N(c3ccc(Cl)cc3)C3=C2C(=O)CC(C)(C)C3)c2ccccc21 (centres undefined)	-9	2.7	0.7	2	-3	1	26	0	-1.3
CCOCCCNS(=O)(=O)c1cc(Br)cc2c1N(C(=O)C1CC1)CC2	-7	-0.2	0.6	0	-2	1	13	-12	1.7
Cc1cccc(/C(N)=N/OC(=O)c2ccco2)c1	-13	1.1	0.7	13	-4	-5	16	1	0.9
COCCNC(=O)COc1ccccc1C	-22	-0.1	0.8	-11	2	-11	15	-12	0.5
O=C(O)c1ccc(NCc2nc3ccccc3n2Cc2ccccc2F)cc1	-53	2.2	1.0	3	-3	0	13	0	0.1
COc1ccc2[nH]c3c(=O)n(CCN4CCOCC4)cnc3c2c1	0	0.4	1.2	-11	-1	1	9	-4	3.7
CCN1CCN(C(=O)/C=C/c2ccc([N+](=O)[O-])cc2)CC1	-2	5.0	0.5	26	8	-5	25	6	3.2
c1cncc(-c2nn3c(Cn4nnc5ccccc54)nnc3s2)c1	-6	0.2	0.1	-27	-7	-13	15	-18	-1.6
COc1ccc2nc(NC(=O)c3ccc(NS(=O)(=O)c4cccs4)cc3)sc2c1	5	-0.3	0.0	21	-130	-49	-4	0	8.0
COc1ccc(C2c3c(-c4ccccc4O)n[nH]c3C(=O)N2Cc2ccco2)cc1OC (centres undefined)	-4	-1.8	-0.5	9	1	-16	3	-18	-2.9
CCNc1nc(NC(C)(C)C)nc(N2CCCCC2)n1	-26	1.3	1.0	21	1	0	5	-8	-1.9
O=C1C2C3C=CC(C4CC34)C2C(=O)N1Cc1ccco1 (centres undefined)	3	-1.4	1.1	13	0	-13	25	-16	4.5
CN1C[C@@H]2C(c3ccc(C(F)(F)F)cc3)C3(c4cccnc4)CC2(C3)[C@H]1c1ccccc1 (some centres undefined)	18	x	x	35	3	-17	12	-26	-2.0
(list continues)
SMILES	Mdm2 ligase inh	TRPN1 ag	TRPML3 ag	CHOP inh	Runt-SMMHC FRET	p47phox inh	PPC-1+TRAIL kill	EBV gp42 block	TNF death inh
Cc1ccc2c(c1)N(CCC(=O)NCC1COc3ccccc3O1)C(=O)CO2 (centres undefined)	-17	-0.8	-0.6	34	4	2	10	-11	-0.5
Cc1ccc(C(=O)O/N=C(\N)c2nonc2N)cc1	-36	0.8	0.6	28	-1	-3	-7	5	1.3
Nc1ncccc1OCc1ccc(Br)cc1	-6	2.6	2.3	18	1	7	4	4	-0.1
c1ccc(-c2nnsc2-c2ncc[nH]2)cc1	0	-0.9	1.1	-3	-1	2	-3	-12	-0.2
Cn1nnnc1SCC(=O)Nc1cc(C(F)(F)F)ccc1N1CCOCC1	-12	-0.6	0.2	8	2	5	13	-10	0.2
COC(=O)CSc1nnc(-c2cccnc2)n1-c1cc(OC)cc(OC)c1	-30	0.4	1.0	14	-4	-14	10	-18	-0.8
Fc1ccc(/C=N/Nc2nn[nH]n2)cc1	-2	3.0	1.1	6	4	-3	8	-14	1.4
Nc1ccc(C(=O)Nc2ccc(OC(F)(F)C(F)F)c(NC(=O)c3ccc(N)cc3)c2)cc1	-15	0.4	-0.2	14	4	-2	5	8	-2.2
Cc1ccn(CCC(=O)N2CCCC(CCC(=O)N3CCN(c4ccccn4)CC3)C2)n1 (centres undefined)	-2	1.1	1.3	-18	2	1	-1	-14	0.2
O=C(N/N=C/c1ccc(OC(=O)c2cccs2)cc1)c1ccc(F)cc1	-15	-0.1	-0.1	47	1	-9	48	6	-4.5
